# GLD-1 TGE inh: GLD-1/TGE RNA complex disruptors, primary screen, biochemical, fluorescence polarization. inhibition, % at 5.96 µM. AID 2280, 2010. Female germline-specific tumor suppressor gld-1 (Caenorhabditis elegans), Q17339. purified GLD-1 + fluorescein TGE RNA. 320,000 tested, 0.44% active;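 active = percent inhibition above a per-plate cutoff, the plate mean of test compounds plus 3 SD, cut at about 30% in these data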;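 note: 0% = DMSO wells with GLD-1 and probe and 100% = wells lacking GLD-1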
# CIT2 TOR yeast: modulators of CIT2-GFP expression in yeast, primary screen, S. cerevisiae, GFP fusion, multiplex flow cytometry, MLPCN library. S. cerevisiae CIT2-GFP strain, 3 h; 100 means same as DMSO wells. 320,000 tested, 0.065% active. GFP response vs DMSO, % at 10 µM;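 active = GFP response relative to DMSO above a set limit, near the screen mean plus 3 SD, cut at about 150% in these data; inconclusive = Fewer than 70 cells measured for a yeast strain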;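 note: ratio of well median GFP fluorescence to mean of DMSO wells on the plate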
# AGP1 TOR yeast: modulators of AGP1-GFP expression in yeast TOR pathway, primary screen, cell-based, multiplex flow cytometry, S. cerevisiae, MLPCN library | 320,000 tested, 0.02% active | AID 2066, 2009 | GFP response vs DMSO, % at 10 µM | 3 h; GFP as percent of DMSO wells;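 active = GFP response relative to DMSO above a set limit, near screen average plus 3 SD, cut at about 150% in these data; inconclusive = fewer than 70 cells counted for the yeast strain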;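 note: median GFP channel fluorescence of the gated AGP1 strain per well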
# CR mimetic SO: reduction of superoxide in aged yeast, primary screen, HTS; S. cerevisiae aged cells, superoxide DHE fluorescence; stronger effect = lower value; superoxide response (% of plate mean), % at 10 µM; 330,000 tested, 0.18% active; AID 2690, 2010;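 active = superoxide response under a set limit, about three screen SD below normal, cut at about 65% in these data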;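 note: yeast aged for seven days with compound at 30 °C before DHE staining; 100% = average MFI of all compound-treated wells on the plate with controls excluded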
# GRK2 aptamer HTS: compounds blocking aptamer binding on GRK2 – biochemical, human GRK2, bead flow cytometry, HTS, primary screen; Beta-adrenergic receptor kinase 1 (Homo sapiens), P25098; AID 488847, 2010; inhibition of aptamer binding, % at 10 µM; 330,000 tested, 0.59% active; FAM-aptamer displacement from GRK2;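 active = inhibition of aptamer binding above 40%, roughly 3 SD of noise, on plates passing a quality check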;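 note: median bead fluorescence of bound FAM aptamer so fluorescent compounds give negative values; no value below 0 was filed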
# MEX-5 binding: MEX-5 zinc finger RNA-binding disruptors – biochemical, C. elegans, fluorescence polarization, MLPCN library, primary screen; AID 1832, 2009; Zinc finger protein mex-5 (Caenorhabditis elegans), Q9XUB2; MEX-5/FITC-TCR2 RNA binding; stronger effect = lower value; activity score (negative = inhibition of binding), % at 10 µM; 300,000 tested, 0.38% active;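 active = inhibition past about -25% in most replicates, and total fluorescence under double the plate's negative control median, limit read from the data; inconclusive = replicates evenly split on the limit, or fluorescence at least double controls; inactive = too little inhibition in most replicates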;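 note: 0% = DMSO and -100% = 5 µM competing unlabeled TCR2 RNA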
# Target sequence (Q9XUB2 whole entry, looked up): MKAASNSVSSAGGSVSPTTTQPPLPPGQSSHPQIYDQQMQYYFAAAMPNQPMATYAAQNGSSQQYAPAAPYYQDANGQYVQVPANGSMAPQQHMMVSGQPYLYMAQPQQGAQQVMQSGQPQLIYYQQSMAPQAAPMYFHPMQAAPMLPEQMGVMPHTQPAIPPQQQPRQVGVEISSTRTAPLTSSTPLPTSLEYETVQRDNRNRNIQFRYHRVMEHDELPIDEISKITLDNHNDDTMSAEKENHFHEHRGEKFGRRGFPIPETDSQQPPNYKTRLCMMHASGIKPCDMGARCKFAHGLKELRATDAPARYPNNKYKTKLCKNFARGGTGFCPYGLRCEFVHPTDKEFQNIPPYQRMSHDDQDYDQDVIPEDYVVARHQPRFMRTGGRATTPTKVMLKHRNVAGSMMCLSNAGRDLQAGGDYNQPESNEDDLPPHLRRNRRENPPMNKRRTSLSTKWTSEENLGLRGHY
# BCLXL inh: inhibitors of human Bcl-xL, primary screen, biochemical, fluorescence polarization, HTS. Bcl-2-like protein 1 (Homo sapiens), Q07817. GST-Bcl-xL / FITC-Bim BH3 peptide fluorescence polarization. inhibition, % at 10.9 µM. 320,000 tested, 0.7% active. AID 2129, 2009;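 active = inhibition above the mean of all tested compounds plus 3 SD, cutoff set per campaign, cut at about 30% in these data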;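 note: 0% = DMSO wells and 100% = unlabeled Bim-BH3 peptide competitor; inhibitors lower millipolarization by displacing the labeled peptide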
# Target sequence (Q07817 whole entry, looked up): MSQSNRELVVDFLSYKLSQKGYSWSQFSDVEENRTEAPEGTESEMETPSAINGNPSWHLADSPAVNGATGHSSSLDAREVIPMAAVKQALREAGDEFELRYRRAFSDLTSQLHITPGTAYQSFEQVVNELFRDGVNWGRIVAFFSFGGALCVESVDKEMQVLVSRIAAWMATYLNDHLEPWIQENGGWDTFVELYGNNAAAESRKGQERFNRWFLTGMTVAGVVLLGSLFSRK
# VLA-4 inh: inhibition in human VLA-4 binding assay, primary screen, VLA-4 allosteric modulator project, MLPCN library, flow cytometry, VLA-4 expressing cells. ligand binding flow cytometry. AID 2557, 2010. 330,000 tested, 0.2% active. inhibition, % (about 7 µM as worked out from the volumes in the protocol); in the data active = inhibition above about 50%
# MCL1 BIM primary: inhibitors of MCL1 binding to BIM-BH3, primary screen, biochemical, fluorescence polarization; 320,000 tested, 0.68% active; GST-MCL1 / FITC-Bim-BH3 fluorescence polarization; Induced myeloid leukemia cell differentiation protein Mcl-1 (Homo sapiens), Q07820; inhibition, % at 10.9 µM;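 active = inhibition above the mean inhibition of all tested compounds plus 3 SD, set per campaign, cut at about 40% in these data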;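 note: 0% = DMSO wells and 100% = unlabeled Bim-BH3 peptide control; higher means more loss of mP so more displacement of Bim peptide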
# Target sequence (Q07820 whole entry, looked up): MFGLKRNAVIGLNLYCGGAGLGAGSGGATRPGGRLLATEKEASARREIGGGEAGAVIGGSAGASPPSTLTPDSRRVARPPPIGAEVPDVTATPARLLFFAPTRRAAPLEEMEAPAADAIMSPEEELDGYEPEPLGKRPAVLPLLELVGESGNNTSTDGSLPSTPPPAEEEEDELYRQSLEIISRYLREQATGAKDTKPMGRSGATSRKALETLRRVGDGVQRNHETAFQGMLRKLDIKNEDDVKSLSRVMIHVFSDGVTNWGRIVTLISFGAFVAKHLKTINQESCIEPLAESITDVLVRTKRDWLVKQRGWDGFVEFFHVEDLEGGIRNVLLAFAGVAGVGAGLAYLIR
# * marks the source's active call; other numbers are inactive results; ? = inconclusive; . = not tested or not shown; [ ] = dose if it differs, or a comment.
1) COC(=O)c1cccc(S(=O)(=O)N2CCOCC2)c1
2) O=c1c2ccccc2nnn1CSc1nnc2ccccn12
3) CCOC(=O)C1=C(C)NC(C)=C(C(=O)OC)C1c1ccco1 (centres undefined)
4) C/C(CC(=O)NCCCN1CCOCC1)=N\NC(=O)COc1ccc(C)cc1
5) COc1cccc(C(=O)NC2CCCC2)c1
6) Cc1csc(Cn2c(CN(C)C)nc3ccccc3c2=O)n1
7) CCCN1CCN(C(=O)CS(=O)(=O)Cc2nc(-c3cccc(OC)c3)oc2C)CC1
8) CC(=O)Oc1ccc(C(=O)[C@H]2[C@H]3C(=O)N(c4ccc(C)cc4C)C(=O)[C@H]3[C@@H]3C=CC=NN32)cc1
9) Oc1cc(NCc2cccnc2)ccc1-c1nc2ccccc2o1
10) COc1ccc(C(=O)NCCNc2nc3ccc(C)cc3cc2C#N)cc1
Screen / compound no.	1	2	3	4	5	6	7	8	9	10
GLD-1 TGE inh	-5	11	0	-4	6	3	2	17	6	6
CIT2 TOR yeast	105	95	102	94	105	90	102	92	84	97
AGP1 TOR yeast	110	101	113	98	103	96	101	100	92	105
CR mimetic SO	97	93	94	128	96	90	91	103	101	105
GRK2 aptamer HTS	2	1	3	1	1	0	2	3	0	0
MEX-5 binding	-2.9	0.6	1.2	-2.7	-2.7	-0.6	-1.0	-1.8	-1.8	-4.7
BCLXL inh	-2	1	5	-4	8	0	0	17	-7	8
VLA-4 inh	-9	8	-7	9	2	-5	3	-29	-18	-9
MCL1 BIM primary	-5	3	-1	-19	6	6	-3	17	-22	-2

# Reprinted from the part before: 3 entries, then new ones.
8) CC(=O)Oc1ccc(C(=O)[C@H]2[C@H]3C(=O)N(c4ccc(C)cc4C)C(=O)[C@H]3[C@@H]3C=CC=NN32)cc1
9) Oc1cc(NCc2cccnc2)ccc1-c1nc2ccccc2o1
10) COc1ccc(C(=O)NCCNc2nc3ccc(C)cc3cc2C#N)cc1
11) CC(=O)Nc1ccc(C2CC(c3ccc(Cl)cc3)=NN2c2ccccc2)cc1 (centres undefined)
12) O=C(CCCCCNC(=O)N1CCn2c1nc1ccccc12)NCc1ccccc1
13) Cc1ccc(N/C=C/c2onc(C)c2[N+](=O)[O-])cc1
14) COc1cccc(/C(C#N)=C/c2c(-c3ccc(Cl)cc3)nc3c(C)cccn23)c1
15) COc1cc(/C=N/NC(=O)Cn2cnc3ccccc3c2=O)ccc1O
16) CCOc1nc(NCCO)nc(Nc2ccccc2F)n1
17) CC(C)C[C@H](NC(=O)OC(C)(C)C)C(=O)N[C@@H](CO)[C@H](O)[C@@H]1C[C@@H]1C(=O)N(C)C
18) CC(=O)Nc1ccc(S(=O)(=O)N2CCN=C2SCc2ccccc2C)cc1
19) Cc1cc(C)c2sc(NC(=O)C3=COCCO3)nc2c1
20) O=C(Nc1ccc2c(c1)OCCO2)C1CC(c2ccc(F)cc2)=NO1 (centres undefined)
Screen / compound no.	8	9	10	11	12	13	14	15	16	17	18	19	20
GLD-1 TGE inh	17	6	6	3	-14	-18	-2	0	8	-7	3	3	2
CIT2 TOR yeast	92	84	97	?	102	95	95	125	103	96	102	84	102
AGP1 TOR yeast	100	92	105	12[may fluoresce violet]	99	103	99	111	101	88	100	92	105
CR mimetic SO	103	101	105	107	76	106	89	112	100	109	98	88	99
GRK2 aptamer HTS	3	0	0	1	0	0	0	0	0	0	6	0	0
MEX-5 binding	-1.8	-1.8	-4.7	5.2	0.6	0.3	-2.3	-2.8	-1.3	-0.5	0.7	1.4	0.9
BCLXL inh	17	-7	8	2	-1	-89	2	2	1	5	2	0	4
VLA-4 inh	-29	-18	-9	20	2	2	14	12	0	15	-2	-12	0
MCL1 BIM primary	17	-22	-2	0	-17	-125	-1	-2	-3	14	1	2	-1

21) O=C(Nc1ccccc1Cl)c1ccc(-n2cccn2)c([N+](=O)[O-])c1
22) COc1cc(/C=C/C(=O)NCCc2ccc(S(N)(=O)=O)cc2)ccc1OCC#N
23) CC(C)NCCOCCSc1ccc(Cl)cc1
24) COc1ccc(/C=N/Nc2ccc([N+](=O)[O-])cc2)cc1O
25) COCCCNc1nc(N)c([N+](=O)[O-])c(N2CCCCCC2)n1
26) CS(=O)(=O)N(CC(=O)N1CCCCC1)c1sc2c(c1C#N)CCCC2
27) COCCN(C(=O)c1ccccc1)c1nnc(-c2cccnc2)s1
28) C=CCc1cccc(/C=N/NC(=O)CNc2ccccc2)c1O
29) CNC(=O)COc1coc(CN2CCN(Cc3ccccc3)CC2)cc1=O
30) O=C(NCc1ccccc1)C1=C[C@@H](c2csc3ccccc23)C[C@@H](OCc2ccc(CO)cc2)O1
Screen / compound no.	21	22	23	24	25	26	27	28	29	30
GLD-1 TGE inh	5	-8	-2	-21	-1	3	-15	-2	-2	5
CIT2 TOR yeast	83	110	101	87	105	96	86	95	100	116
AGP1 TOR yeast	88	104	.	73	100	100	99	88	105	91
CR mimetic SO	97	91	101	83	86	104	104	110	88	89
GRK2 aptamer HTS	3	0	0	0	2	0	3	1	0	3
MEX-5 binding	-0.6	-0.6	-1.4	1.7	2.7	2.0	-2.3	0.4	2.1	3.1
BCLXL inh	8	-1	0	-52	5	5	0	-4	2	2
VLA-4 inh	-3	4	-7	4	-4	8	5	5	17	-4
MCL1 BIM primary	14	-11	10	-76	5	-5	-5	3	0	1

31) CC1(C)Cc2ccccc2-c2nnnn21
32) Cc1nnc(SCC(=O)N(C2CCCCC2)C2CCS(=O)(=O)C2)n1N (centres undefined)
33) COc1ccccc1-c1nnc(-c2ccc(C)cc2)o1
34) CCN1CCCC1CNC(=O)c1cc2c(-c3cccc(OC)c3)nn(C)c2s1 (centres undefined)
35) COc1cccc(/C=C/c2ccc3ccccc3n2)c1OC(C)=O
36) N#C/C(=C(/O)c1cccs1)c1nnc2n1CCCCC2
37) CCOC(=O)c1c(-c2ccccc2)nc2ccccn12
38) Cc1ccc(N(Cc2cc(=O)[nH]c3ccccc23)C(=O)C(C)C)cc1
39) O=C(COC(=O)c1n[nH]c2ccccc12)c1cccc(Br)c1
40) O=C(Nc1cccc(CCc2ccccn2)c1)c1ccc(Cl)cc1
Screen / compound no.	31	32	33	34	35	36	37	38	39	40
GLD-1 TGE inh	1	-1	6	-7	-6	0	3	-1	5	-5
CIT2 TOR yeast	84	97	94	94	108	104	130	108	95	92
AGP1 TOR yeast	91	105	101	102	103	102	93	106	90	91
CR mimetic SO	139	103	116	98	118	89	92	91	110	94
GRK2 aptamer HTS	0	0	9	0	1	3	2	11	3	2
MEX-5 binding	0.4	1.8	2.5	0.5	-2.5	1.4	2.3	-2.3	-1.2	1.1
BCLXL inh	-5	-2	0	-2	9	6	0	2	-3	0
VLA-4 inh	0	5	-57	4	-16	28	2	4	-9	13
MCL1 BIM primary	-4	-7	-4	5	3	5	-5	10	-7	2

41) Fc1ccccc1NC(=S)NN(Cc1ccccc1)c1ccccc1
42) O=C(C1=C[C@H](c2ccc3c(c2)OCO3)C[C@H](OCCCCO)O1)N1CCN(Cc2ccc3c(c2)OCO3)CC1
43) CC1(C)CC(=O)C(C2C3=C(CC(C)(C)CC3=O)Oc3c(Br)cc(Br)cc32)=C(O)C1 (centres undefined)
44) O=C(Cn1nnc(-c2ccccc2Cl)n1)N/N=C/c1ccc2c(c1)OCO2
45) Cc1oc2ccccc2c1-c1cn2c(n1)SCC2
46) Cc1cc(C(=O)Nc2ccc3c(c2)CCC3)ccc1[N+](=O)[O-]
47) O=C1CSC(=S)N1/N=C/c1ccc(O)c(O)c1O
48) Cn1c(SCC(=O)NC2CCS(=O)(=O)C2)nnc1-c1ccco1 (centres undefined)
49) Cc1cccc(C)c1OCc1cc(C(=O)N2CCCC2c2nonc2C)no1 (centres undefined)
50) COc1cccc(NC(=O)CN(C)C(=O)c2ccc3c(c2)CC(c2ccccc2)OC3=O)c1 (centres undefined)
Screen / compound no.	41	42	43	44	45	46	47	48	49	50
GLD-1 TGE inh	2	-3	4	2	-4	14	-5	0	1	1
CIT2 TOR yeast	99	92	91	95	?	90	97	98	83	101
AGP1 TOR yeast	.	99	93	103	?	97	100	95	84	100
CR mimetic SO	95	102	108	104	84	106	92	91	105	109
GRK2 aptamer HTS	0	5	10	1	1	1	4	0	0	1
MEX-5 binding	2.6	0.0	0.8	-1.6	-0.6	1.6	-88*	.	-3.6	.
BCLXL inh	0	4	10	-3	-7	0	66*	0	-5	9
VLA-4 inh	-7	20	15	10	6	9	-2	-8	-9	7
MCL1 BIM primary	10	-2	9	-2	-12	1	85*	-3	-5	6

51) Cc1ccc(C(=O)NCC(=O)N2CCCCCCC2)cc1
52) CC(Sc1ncc(C(F)(F)F)cc1Cl)C(=O)NC(N)=O (centres undefined)
53) O=C(COc1ccc(/C=N/NS(=O)(=O)c2ccccc2)cc1)N1CCOCC1
54) COc1ccccc1C(OC(=O)c1cccs1)C(=O)NCc1ccco1 (centres undefined)
55) CCN(CC(=O)Nc1ccccc1OC)C(=O)CCc1ccccc1
56) CC1CCCN(C(=O)c2cc3c(=O)n4ccccc4nc3s2)C1 (centres undefined)
57) CCn1c(C(=O)N2CCC(C(=O)N3CCN(c4ccccn4)CC3)CC2)cc2sccc21
58) O=C(Nc1cccnc1)c1cc(-c2cccc(Br)c2)nc2ccccc12
59) CC(C)Cn1c(SCC(=O)N2CCN(S(=O)(=O)c3ccccc3)CC2)nc2ccccc21
60) CCOC(=O)CN1CC23C=CC(O2)C(C(=O)NC2CCCCC2)C3C1=O (centres undefined)
61) N#C/C(=C\c1ccc[nH]1)C(=O)N1CCCCC1
Screen / compound no.	51	52	53	54	55	56	57	58	59	60	61
GLD-1 TGE inh	2	6	-2	-7	-5	1	-2	9	-4	5	-1
CIT2 TOR yeast	95	120	90	109	99	107	97	86	100	100	94
AGP1 TOR yeast	93	116	101	99	95	108	101	92	108	103	101
CR mimetic SO	107	104	84	87	92	97	109	105	109	108	101
GRK2 aptamer HTS	0	0	2	2	0	0	0	38	2	1	5
MEX-5 binding	.	0.4	1.6	1.0	-0.4	-0.6	-0.3	0.3	-1.4	-1.3	-0.7
BCLXL inh	-5	0	5	8	2	3	6	3	-10	1	1
VLA-4 inh	4	21	13	-27	-1	-9	3	-9	9	-2	6
MCL1 BIM primary	-2	-2	-5	8	-5	1	-2	6	-3	-1	3

# High-throughput results: PubChem, several laboratories
